Screening data as filed in PubChem BioAssay.
HTT cytoprotect = Huntington cell model cytoprotection by ATP luminescence. PC12 HTT-Q103 induced, cytoprotection, ATP luminescence, 40 h. Potency, µM (highest dose often 56.4 µM), for the others: cytoprotection (ATP increase), actives largely listed as activators. actives 0.14% (n = 230,000);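 also: potency is read from the fitted curve at half-maximal effect; % of control where 0% means no effect; nearly all actives have a fitted effect of over 45% in size; toxic huntingtin expression switched on by the ecdysone agonist tebufenozide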
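PC12 cells stably carrying ecdysone-inducible Htt exon 1 (Q103)–GFP were induced with 100 nM tebufenozide (final) alongside library compounds in a dose series. Cytoprotection was scored as retained ATP by ATPlite luminescence.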
GAA glycogen = inhibitors or activators of human alpha-glucosidase glycogen cleavage | actives 0.38% (n = 300,000) | AID 2100 | recombinant GAA, glycogen substrate, Amplex Red glucose oxidase fluorescence | Potency, µM (titrated, usually from 76.4 µM), inactives show top-dose activity change, negative = inhibition, hits mostly inhibitors;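 also: potency is read from the fitted curve at half-maximal effect; 0% = full enzyme reaction and -100% = no-enzyme basal signal; the screen sought inhibitors and activators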
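Recombinant human enzyme (4 nM); glycogen substrate; 37 C, 40 min, pH 5.0. Readout: coupled glucose oxidase/Amplex Red fluorescence.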
GAA inhib = alpha-glucosidase (human) inhibition. P10253. purified human GAA, 4-MU-alpha-glucoside fluorescence. Potency, µM (titrated, usually from 76.9 µM), for the others: at the top dose activity change, negative = inhibition, hits mostly inhibitors. actives 0.005% (n = 200,000). AID 1466;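 also: potency is read from the fitted curve at half-maximal effect; plate controls were uninhibited enzyme wells for no effect and no-enzyme background for full effect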
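AC50 values come from Hill fits of compound titrations (up to 77 uM) against 4 nM human enzyme. Substrate 4-methylumbelliferyl-alpha-D-pyranoside at 400 uM, pH 5.0 citrate buffer, 20 min room temperature; fluorescence Ex 365/Em 440 after alkaline stop.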
LMNA splice mod = modulators of lamin A splicing; HeLa LMNA splicing GFP/RFP minigene ratio, 48 h; Potency, µM (highest dose often 46.1 µM), for the others: at the top dose ratio change, negative = inhibition, actives largely listed as inhibitors; actives 0.01% (n = 200,000); active = well fitted inhibition curve with a large enough effect in the signal ratio, with a control signal flat, not every such curve was filed as active; inconclusive = small, poorly fitted or top-dose-only effect, or effect the other way, or a change in a side signal; the % refers to the signal ratio; also: potency is read from the fitted curve at half-maximal effect; % is scaled to controls: 0 for no effect and ±100 for the full control effect
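S3 HeLa cells stably expressing lamin A-EGFP splicing minigene plus DsRed2, 600 cells/well, 48 h compound exposure at 37C. Laser-scanning cytometry; analysed as GFP (500-530 nm)/RFP (575-640 nm) total intensity ratio; 0.5% DMSO vehicle.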
CBFb-RUNX1 inh = CBF-beta/RUNX1 interaction disruption | Potency, µM (doses to about 59.8 µM), inactives show top-dose activity, negative = inhibition, usual class: inhibitors | Q01196+Q13951 | AlphaScreen CBFb-His/RUNX1-biotin binding, biochemical | 230,000 tested, under 10 active | AID 1477; also: % of control where 0% means no effect
Target sequence (Q01196 whole entry, looked up): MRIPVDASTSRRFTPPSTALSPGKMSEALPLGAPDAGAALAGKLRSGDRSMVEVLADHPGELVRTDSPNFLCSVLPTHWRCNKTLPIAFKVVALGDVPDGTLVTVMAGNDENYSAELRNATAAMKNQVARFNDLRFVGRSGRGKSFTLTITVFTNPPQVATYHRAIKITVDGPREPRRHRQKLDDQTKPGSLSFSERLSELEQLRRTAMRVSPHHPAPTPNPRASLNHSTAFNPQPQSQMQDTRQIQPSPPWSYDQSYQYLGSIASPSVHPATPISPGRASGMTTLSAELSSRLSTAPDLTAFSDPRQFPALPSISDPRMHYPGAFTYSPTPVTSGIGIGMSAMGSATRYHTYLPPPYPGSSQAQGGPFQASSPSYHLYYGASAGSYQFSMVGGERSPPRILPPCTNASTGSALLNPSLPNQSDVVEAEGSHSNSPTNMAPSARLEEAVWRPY
Target sequence (Q13951 whole entry, looked up): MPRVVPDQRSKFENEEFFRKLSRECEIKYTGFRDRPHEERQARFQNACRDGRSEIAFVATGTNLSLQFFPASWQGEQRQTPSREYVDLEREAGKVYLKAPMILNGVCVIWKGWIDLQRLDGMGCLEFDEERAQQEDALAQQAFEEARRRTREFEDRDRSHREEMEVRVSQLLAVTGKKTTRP
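CBF-beta (His) and RUNX1 (biotin), 30 nM each; 20 min preassociation; + compound, 15 min; + beads 50 ng each (Ni, streptavidin), 90 min; RT; AlphaScreen read.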
GAA spleen mod = inhibits or activates alpha-glucosidase in human spleen homogenate; actives 0.006% (n = 240,000); human spleen homogenate, 4-MU-alpha-glucoside fluorescence; Potency, µM (titrated, usually from 79.9 µM), without a hit: top-dose activity change, negative = inhibition, actives largely listed as inhibitors; AID 2112; P10253;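 also: potency is read from the fitted curve at half-maximal effect; 0% = enzyme with vehicle and -100% = no enzyme basal signal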
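Enzyme source: human spleen homogenate, 1 ug/well. Buffer 50 mM citric acid/K phosphate pH 5.0, 0.01% Tween-20. 4-MU-alpha-glucoside 1 mM; 37 C x 40 min; NaOH/glycine stop; fluorescence.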
HttQ103 aggreg = inhibitors of mutant huntingtin aggregate formation in PC12 cells; PC12 HttQ103-GFP aggregates, Acumen cytometry, 40 h; Potency, µM (doses to about 46.1 µM), without a hit: top-dose activity change, negative = inhibition, most hits filed as inhibitors; actives 1.1% (n = 220,000); also: potency is read from the fitted curve at half-maximal effect; % is scaled to controls: 0 for no effect and ±100 for the full control effect; nearly all actives have a fitted effect of over 60% in size
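Huntingtin Q103 exon 1–GFP aggregates in induced PC12 cells (100 nM tebufenozide) were quantified by cytometry from lysates, with compounds dosed in titration.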
The depositor's hits bear a star; ? = inconclusive; nt = no result given; & = joins results of further samples; [ ] = remark or other dose. Unless noted, calls follow the shape of the dose curve; as a rule, active = well fitted curve in the direction sought with a large enough effect; inconclusive = small, poorly fitted or top-dose-only effect, or another doubt; inactive = no such curve, though single readings can be large; an effect the other way counts as inactive or inconclusive. Compounds were not picked by outcome; any-hit rate near 1.5%.

No. | smiles | HTT cytoprotect | GAA glycogen | GAA inhib | LMNA splice mod | CBFb-RUNX1 inh | GAA spleen mod | HttQ103 aggreg
1 | C/C(=N\NC(=O)c1cccc([N+](=O)[O-])c1)c1cccs1 | 3%[10 µM] | -8% | nt | nt | 0% | -3% | 4%[9.22 µM]
2 | Cc1ccc(C(=O)N/C(=C\c2ccco2)C(=O)NCCCn2ccnc2)cc1C | 12%[10 µM] | -8% | -7% | -8% | 8% | -4% | -17%
3 | CC(=O)NC(=O)NC1OC(=O)C(Cl)=C1Cl (centres undefined) | 8% | -1% | 7% | 26% | 3% | 0% | -18%
4 | COc1ccccc1NC(=O)c1ccc(NS(=O)(=O)c2ccc(F)c(F)c2F)cc1 | -11%[10 µM] | -2% | 1% | ? | -4% | 0% | ?
5 | COC(=O)CCC(=O)OC1(C)C(=O)C=C2C=C(c3ccc(C#N)cc3)OC=C2C1=O (centres undefined) | 2%&-56% | nt | nt | nt | -9%&-13% | 0%&-5% | nt
6 | COC(=O)c1cccc(-c2ccc(C(c3c(C)[nH][nH]c3=O)c3c(C)[nH][nH]c3=O)o2)c1 | -20% | -15% | 5% | -18%[46 µM] | 4% | 8% | 5%
7 | CCn1c2ccccc2c2cc(/C=N/n3c(C)nnc3C)ccc21 | 14% | -4% | -2% | ? | -1% | 1% | ?
8 | Cc1nn(C)c(Cl)c1S(=O)(=O)N[C@@H](c1ccccc1)[C@]1(C)C[C@H]1[C@@H](C)C(=O)Nc1ccc2ccccc2c1 | -37%[inhibitor] | 3% | ? | ? | -1%[2.36 µM] | -2%&0% | 13%
9 | Cc1cc2oc(=O)cc(CN3CCN(S(=O)(=O)c4ccc5c(c4)OCCO5)CC3)c2cc1C | -17% | -5% | -13% | ? | 1% | 2% | -23%
10 | CCOC(=O)c1c(C)n(CCNC(C)=O)c2ccc(OC)cc12 | -17% | 6% | -19% | -3% | -4% | -4% | -2%
11 | CCCS(=O)(=O)N1CCN(C(=O)CCC2CCCC2)CC1 | 3% | 3% | -2% | 17% | 5% | -6% | -9%
12 | Cc1[nH]n2c(=O)cc(C(C)(C)C)nc2c1-c1ccccc1 | -15% | 2% | 1% | ? | 10% | 4% | 1%
13 | COC(=O)C1CCN(C(=O)COC(=O)COc2ccc(C#N)cc2)CC1 | -9% | 4% | -12% | nt | 18% | -3% | 15%
14 | O=C(NCc1ccccn1)c1nc(-c2ccc(C(F)(F)F)cc2)no1 | nt | 5% | 0% | ? | 4% | -5% | 17%
15 | OCCNc1nc2ccccc2nc1NCCO | 22%[10 µM] | -6% | nt | nt | 6% | 2% | 4%[9.22 µM]

Random excerpt: 3 entries already listed.
No. | smiles | HTT cytoprotect | GAA glycogen | GAA inhib | LMNA splice mod | CBFb-RUNX1 inh | GAA spleen mod | HttQ103 aggreg
3 | CC(=O)NC(=O)NC1OC(=O)C(Cl)=C1Cl (centres undefined) | 8% | -1% | 7% | 26% | 3% | 0% | -18%
11 | CCCS(=O)(=O)N1CCN(C(=O)CCC2CCCC2)CC1 | 3% | 3% | -2% | 17% | 5% | -6% | -9%
7 | CCn1c2ccccc2c2cc(/C=N/n3c(C)nnc3C)ccc21 | 14% | -4% | -2% | ? | -1% | 1% | ?

The listing continues:
No. | smiles | HTT cytoprotect | GAA glycogen | GAA inhib | LMNA splice mod | CBFb-RUNX1 inh | GAA spleen mod | HttQ103 aggreg
16 | Cn1c(=O)c(-c2cccs2)nc2cncnc21 | 7% | nt | nt | 0% | nt | 3% | nt
17 | CCOC(=O)N1CCN(Cc2oc(CO)cc(=O)c2O)CC1 | -26%[10 µM] | 1% | -13% | 11% | 0% | -2% | 5%
18 | CCCOC(=O)c1cc(=O)[nH]c2ccccc12 | -5%[10 µM] | 6% | 3% | 8% | 4% | 4% | 12%
19 | Nc1nc(Cl)cc(Oc2ccc(Cl)cc2)n1 | -29% | 1% | 1% | nt | 25% | nt | -17%
20 | COc1ccc(N(CC(=O)NCCSc2ccccc2)S(C)(=O)=O)cc1 | -32%[inhibitor] | -2% | 8% | ? | 14% | -8% | 21%
21 | O=C1c2ccccc2C2(c3ccccc3)NCCN12 (centres undefined) | -6% | 2% | 2%[15.4 µM] | -9% | 2% | -3% | 3%
22 | COc1ccc(-c2c(C)nc(N)nc2-c2ccc(OCc3ccc(C)cc3)cc2O)cc1OC | nt | -7% | -1% | 8% | 5% | -4% | 7%
23 | O=C(Nc1nc(-c2cccs2)cs1)c1ccc(S(=O)(=O)N2CCCC2)cc1 | -5%[4.97 µM] | 0% | -3% | ? | -1% | 2% | -77%
24 | O=C(COc1cccc2ccccc12)N/N=C/c1ccncc1 | -18% | 8% | 3% | 3%[46 µM] | 1% | nt | -13%
25 | COc1ccc(C2CC(=O)CC(=O)C2n2cncn2)cc1 (centres undefined) | -2% | -18% | 1% | 10% | 0% | 4% | 11%
26 | O=C1CCCN1c1ccc(S(=O)(=O)N2CCC(c3ccccc3)CC2)cc1 | -2%[0.074 µM] | -2% | -8% | ? | 7% | 3% | -22%
27 | CC(=O)c1cccc(N(C(=O)CNC(=O)c2ccco2)C(C(=O)NCc2ccco2)c2ccccc2)c1 (centres undefined) | 29%[10 µM] | -2% | 7% | -6%[46 µM] | 0% | 2% | 23%[9.22 µM]
28 | COc1cccc(-c2nc(N(C)Cc3ccco3)c3ccccc3n2)c1 | -37%[inhibitor] | nt | nt | -12% | nt | 7% | nt
29 | COc1cc(NC(=O)Cc2ccccc2OC)cc(OC)c1 | -2%[10 µM] | -4% | 0% | 11% | -1% | -13% | 1%
30 | C=CCOC(=O)CCC(=O)Nc1cccc2ccccc12 | -3% | 2% | 1% | 5% | -2% | 12% | -8%
31 | O=C(O)/C(=C/c1cccnc1)NC(=O)c1ccccc1 | ? | 7% | 0% | -6% | 36% | -8% | -17%
32 | CC(C)CNC(=O)C1C2C=CC(C2)C1C(=O)O (centres undefined) | -4%[1.9 µM] | 4% | -1% | 0% | 3% | -8% | 4%
33 | O=C(CCNS(=O)(=O)c1cccc2nsnc12)NCc1ccccc1Cl | -17% | 10% | 3% | 7%[46 µM] | -3% | -7% | -5%
34 | Cc1ccc(C)n1CCN1CCN(C(=O)CC#N)CC1 | -24% | 9% | 0% | -1%[46 µM] | -8% | 2% | 21%
35 | CCOc1cc2[nH]c(=O)n(CCCN3CCCC3=O)c(=O)c2cc1OCC | -16% | -21% | 4% | 10% | -1% | -4% | -5%
36 | CCOC(=O)CC(NC(=O)c1ccccc1)c1ccc(OC)cc1 (centres undefined) | -16% | -2% | 2% | nt | 9% | nt | -14%
37 | Cc1cccnc1NC(=O)Nc1cccs1 | -28% | 14% | -5% | -3% | -5% | -3% | -9%
38 | CC1CCN(c2ccc(C(F)(F)F)cc2N)CC1 | -19% | 6% | 7% | nt | 1% | nt | -7%
39 | CCC(Sc1nc2ccccc2[nH]1)C(=O)Nc1ccc(NC(C)=O)cc1 (centres undefined) | -31%[inhibitor][1.9 µM] | -5% | -2% | ? | -2% | 11% | 6%[9.22 µM]
40 | O=S1(=O)CC(O)C(N2CCCCC2)C1 (centres undefined) | 10%[10 µM] | 10% | 4% | -1% | 8% | 0% | -12%
41 | O=[N+]([O-])c1cccc(Cl)c1NCCNc1ncc(C(F)(F)F)cc1Cl | -14% | -9% | ? | 9% | 9% | -5% | -10%
42 | C=CCC1(C#N)C(=S)NC2=C(C(=O)CC(C)(C)C2)C1c1ccc(Br)cc1 (centres undefined) | -6%[10 µM] | 10% | -3% | -16% | 2% | -2% | 3%
43 | CC(=O)N1C(=O)c2cccc3cccc(c23)C(=O)N1C(C)=O | -8%[10 µM] | -4% | -5% | 12% | 3% | -3% | -15%
44 | CCNc1nc(NCC)n2c(SC(C(=O)Nc3cc(C)ccc3C)c3ccccc3)nnc2n1 (centres undefined) | 5%[10 µM] | 0% | -2% | 8% | 2% | 9% | -5%
45 | COc1ccc(S(=O)(=O)N2CCN(c3ccccn3)CC2)cc1OC | -11% | 3% | 5% | -6% | 2% | -5% | 16%

4 compounds from above with just HttQ103 aggreg, GAA spleen mod and LMNA splice mod:
item	structure	HttQ103 aggreg	GAA spleen mod	LMNA splice mod
42	C=CCC1(C#N)C(=S)NC2=C(C(=O)CC(C)(C)C2)C1c1ccc(Br)cc1 (centres undefined)	3%	-2%	-16%
43	CC(=O)N1C(=O)c2cccc3cccc(c23)C(=O)N1C(C)=O	-15%	-3%	12%
44	CCNc1nc(NCC)n2c(SC(C(=O)Nc3cc(C)ccc3C)c3ccccc3)nnc2n1 (centres undefined)	-5%	9%	8%
45	COc1ccc(S(=O)(=O)N2CCN(c3ccccn3)CC2)cc1OC	16%	-5%	-6%

New compounds follow:
No. | smiles | HTT cytoprotect | GAA glycogen | GAA inhib | LMNA splice mod | CBFb-RUNX1 inh | GAA spleen mod | HttQ103 aggreg
46 | COCCN1C(=O)c2oc3ccccc3c(=O)c2C1c1ccc(O)c(OC)c1 (centres undefined) | -9%[10 µM] | -4% | ? | -8% | -3% | 2% | 18%
47 | COc1ccc(CCNCc2ccc(OCc3ccc(Cl)nc3)c(OC)c2)cc1OC | -21% | -3% | -1% | 6% | -6% | -5% | 3%
48 | CCOCCCN1CN(S(=O)(=O)c2ccc(Cl)cc2)c2nc3ccccc3nc21 | 3% | -4% | 1% | 16%[0.0737 µM] | 0% | -12% | 2%
49 | Cc1[nH]n(-c2ccccc2)c(=O)c1/C=N/NC(=O)C(C)C | -124%[inhibitor] | -5% | 10% | ? | -21% | 1% | ?
50 | COc1ccc(NC(=O)CSc2nc(C)cc(C)n2)c([N+](=O)[O-])c1 | 2%[10 µM] | 7% | 8% | 22%[46 µM] | -1% | 2% | -19%[9.22 µM]
51 | Cc1ccc(NS(=O)(=O)c2ccc(OCC(N)=O)cc2)cc1 | 13% | 3% | -3% | -14%[46 µM] | -4% | -5% | -1%
52 | Cc1ccc(S(=O)(=O)N(CC(=O)N/N=C\c2cccs2)c2cccc3cccnc23)cc1 | 3%[10 µM] | 5% | -7% | 0% | -9% | -1% | -1%
53 | N/C(=N\OC(=O)COc1ccccc1Cl)c1ccc(Cl)cc1 | 17%[10 µM] | -5% | -2% | 0% | ? | 6% | ?
54 | Cc1cc(C)nc(SCC(=O)N/N=C/C=C/c2ccccc2)n1 | 16%[10 µM] | -2% | 2% | -13% | 3% | 0% | ?
55 | CCOC(=O)c1ccc(NC(=O)CCn2nnc3ccccc32)cc1 | 0%[10 µM] | 1% | -7% | 5% | 4% | 3% | 3%
56 | COc1ccc(NC(=O)COc2ccc(C)cc2)c([N+](=O)[O-])c1 | -48% | 0% | 2% | nt | -25% | 1% | -3%
